TRPV1 ag – HTS Assay for Compounds that Act as Agonists of the Vanilloid Receptor 1; Transient receptor potential cation channel subfamily V member 1 (Homo sapiens), Q8NER1; TRPV1-expressing cells, Fluo-8 calcium influx, agonist mode; activation, % at 8.33 µM; 320,000 compounds, 0.19% hits; AID 540275, 2011; in the data active means activation above about 80%; inconclusive means between about 30% and that limit; further: 0% is about no effect
Target sequence (Q8NER1 whole entry, looked up): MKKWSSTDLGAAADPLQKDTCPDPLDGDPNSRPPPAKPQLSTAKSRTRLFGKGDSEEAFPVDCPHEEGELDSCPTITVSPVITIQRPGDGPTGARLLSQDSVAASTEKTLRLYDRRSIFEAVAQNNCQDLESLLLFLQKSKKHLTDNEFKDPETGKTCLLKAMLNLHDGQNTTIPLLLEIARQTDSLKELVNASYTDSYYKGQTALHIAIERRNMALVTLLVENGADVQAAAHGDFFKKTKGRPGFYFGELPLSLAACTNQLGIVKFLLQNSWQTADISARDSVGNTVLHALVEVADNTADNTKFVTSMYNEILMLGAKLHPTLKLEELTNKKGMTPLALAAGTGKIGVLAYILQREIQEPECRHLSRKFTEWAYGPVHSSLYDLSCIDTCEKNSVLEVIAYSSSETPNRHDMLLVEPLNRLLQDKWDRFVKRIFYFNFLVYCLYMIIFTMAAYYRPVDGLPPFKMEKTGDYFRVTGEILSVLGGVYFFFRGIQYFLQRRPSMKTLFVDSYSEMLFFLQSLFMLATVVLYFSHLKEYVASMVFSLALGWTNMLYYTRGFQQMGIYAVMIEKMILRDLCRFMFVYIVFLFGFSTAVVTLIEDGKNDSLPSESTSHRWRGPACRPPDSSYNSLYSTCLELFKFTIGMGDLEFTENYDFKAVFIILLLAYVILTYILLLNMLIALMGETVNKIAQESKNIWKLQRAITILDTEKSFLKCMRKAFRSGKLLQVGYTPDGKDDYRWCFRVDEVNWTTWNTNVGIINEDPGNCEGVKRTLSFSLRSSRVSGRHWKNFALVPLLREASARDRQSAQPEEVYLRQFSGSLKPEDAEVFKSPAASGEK
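Fluo-8 calcium influx in TRPV1-expressing cells, kinetic read (ex 480/em 520 nm). Compound added and read 3 min for agonist activity, followed by capsaicin at EC20 final and 2 min further read for enhancement.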
AT treatment – qHTS Assay for Identifying a Potential Treatment of Ataxia-Telangiectasia; […] A-T fibroblasts, KAP-1 phosphorylation AlphaLISA; neocarzinostatin DNA damage 30 min before lysis; Potency, µM (top dose mostly 57.5 µM), for inactives: at the highest dose activation, most hits filed as activators; 320,000 compounds, 0.19% hits; AID 485349, 2010; further: potency means the concentration at half of the fitted maximal effect; % of control where 0% means no effect; nearly all actives have a fitted effect of over 45% in size
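ATM-like activity read as KAP-1 phosphorylation via AlphaLISA donor/acceptor antibody pairs after lysis and 6 hr at 25C. Cells were ATM-null patient fibroblasts ([…], hTERT), dosed 60 min, then exposed to the DSB inducer NCS for 30 min.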
KCNH2 3.1 block – qHTS for Inhibitors of KCHN2 3.1: Mutant qHTS | Potassium voltage-gated channel subfamily H member 2, brain isoform KCNH2 3.1 (human) | U2OS KCNH2 3.1, thallium flux FluxOr; active compounds read low | activity change, % (tested at about 1.8 µM) | 340,000 compounds, 0.95% hits | AID 720553, 2013;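 active means maximum activity change below -70%; inconclusive means maximum activity change from -70% to -50%; inactive means maximum activity change above -50%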;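 further: thallium influx rate constant from kinetic fluorescence after stimulation buffer; on the % scale 0 is the no-effect control and ±100 the full control effect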
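Thallium flux via FluxOr fluorescence (Red40 quencher, 45 min loading) in U2OS cells virally expressing the KCNH2 3.1 isoform (1.77 x 10^8 /mL virus, overnight at 37 C). Rate constants from 2-min kinetic reads post-stimulation, normalised to positive and negative controls.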
TSHR antagonist – Antagonists of the Thyroid Stimulating Hormone Receptor: HTS campaign | 330,000 compounds, 0.2% hits | Thyrotropin receptor (Homo sapiens), P16473 | TSHR-expressing cells, TSH-stimulated cAMP HTRF, 2 h; active compounds read low | activity change, negative = inhibition, % at 11.5 µM;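 active means activity change below a set negative limit, meaning inhibition stronger than a set level, cut at about -70% in these data; inconclusive means activity change between two set negative limits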; further: on the % scale 0 is the no-effect control and ±100 the full control effect
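Cell-based HTRF cAMP assay; TSHR cells + compound, TSH EC80 (4nM final), 2 h, 37 deg C. Lysis with anti-cAMP cryptate and cAMP-d2, 30 min RT, read 665/620 nm.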
Mito fusion yeast – qHTS Assay for Small Molecule Inhibitors of Mitochondrial Division or Activators of Mitochondrial Fusion; Potency, µM (top dose mostly 46.1 µM), for the others: at the highest dose growth rescue (activation), most hits filed as activators; 320,000 compounds, 0.23% hits; S. cerevisiae fusion-defective mutant growth rescue, CellTiterGlo 48 h; AID 485298, 2010;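 further: potency means the concentration at half of the fitted maximal effect; % of control where 0% means no effect; nearly all actives have a fitted effect of over 45% in size; temperature-sensitive fusion mutants such as fzo1-1 at 37 °C on non-fermentable ethanol glycerol medium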
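Yeast fusion mutant, YPEG (non-fermentable carbon), compound, 48 h at 37C non-permissive; CellTiterGlo added, 10 min RT, luminescence read. Rescued growth = division inhibition.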
ELG1 DNA repair – qHTS screen for small molecules that inhibit ELG1-dependent DNA repair in human embryonic kidney (HEK293T) cells expressing luciferase-tagged ELG1; Potency, µM (top dose mostly 46.1 µM), without a hit: at the highest dose activity change, negative = inhibition, actives largely listed as inhibitors; HEK293T ELG1-luciferase reporter, luminescence, 16 h; DNA damage induced by 5-fluorouridine; 330,000 compounds, 2.3% hits; AID 504467, 2011; further: potency means the concentration at half of the fitted maximal effect; on the % scale 0 is the no-effect control and ±100 the full control effect; nearly all actives have a fitted effect of over 55% in size
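DMSO vehicle served as the neutral condition. Each well held 2,000 cells given 5-fluorouridine plus compound; after 16 hr at 37 °C/5% CO2, ONE-Glo was added and luciferase measured 30 min later.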
TCR act – Activators of T cell receptors: qHTS campaign; 330,000 tested, under 10 active; Potency, µM (series often up to 9.22 µM), for inactives: top-dose activation of IL-2 secretion, usual class: activators; primary human leukocytes, anti-CD3, IL-2 HTRF, 48 h; AID 504894, 2011; further: % of control where 0% means no effect
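TCR engagement came from a-CD3 beads alone, with compounds added to primary human leukocytes for 48 hr. Secreted IL-2 bridged europium cryptate- and d2-labelled anti-IL-2 antibodies, giving FRET emission at 665nm after 320nm excitation.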
USP2a block – qHTS Assay for Inhibitors of Ubiquitin-specific Protease USP2a Using CHOP2 as the Reporter; Ubiquitin carboxyl-terminal hydrolase 2 (Homo sapiens), O75604; USP2 core, Ub-CHOP2 coupled fluorogenic reporter, 485/531; 330,000 compounds, 0.01% hits; Potency, µM (series often up to 38.3 µM), for inactives: at the top dose activity change, negative = inhibition, hits mostly inhibitors;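 further: potency means the concentration at half of the fitted maximal effect; plate controls were DMSO wells for no effect and full inhibition by NEM control for full effect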
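Deubiquitinase activity read as fluorescence (485/531 nm) after Ub-CHOP2 cleavage activates the enterokinase reporter on its substrate; USP2 core 10nM, Ub-CHOP2 and substrate 25nM each, 30min compound preincubation then 60min RT; data normalized to NEM, curves fitted.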
KCNH2 WT inh – qHTS for Inhibitors of KCHN2 3.1: Wildtype qHTS; Voltage-gated inwardly rectifying potassium channel KCNH2 (Homo sapiens), Q12809; U2OS, BacMam KCNH2, thallium flux FluxOr; active compounds read low; activity change, % at 1.84 µM; 340,000 compounds, 0.37% hits; AID 720551, 2013;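 active means maximum activity change below -70%; inconclusive means maximum activity change between -70% and -50%; inactive means maximum activity change above -50%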; further: on the % scale 0 is the no-effect control and ±100 the full control effect
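U2OS cells were transduced with wild-type KCNH2 virus (2.03 x 10^8 / mL) for 4 h at room temperature, then cultured overnight at 37 C. Thallium flux was read with FluxOr dye. Rate constants were normalized to DMSO controls.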
Eya2 inh – qHTS Assay for Inhibitors of the Phosphatase Activity of Eya2. Protein phosphatase EYA2 (Homo sapiens), O00167. recombinant Eya2, OMFP fluorescence dephosphorylation (OMFP is methylfluorescein phosphate). Potency, µM (top dose mostly 76.9 µM), for the others: top-dose activity, negative = inhibition, usual class: inhibitors. 330,000 compounds, 0.006% hits. AID 488837, 2010; further: potency means the concentration at half of the fitted maximal effect; on the % scale 0 is the no-effect control and ±100 the full control effect
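Eya2 (0.2 uM) preincubated 10 min at ambient with compound, then OMFP substrate added at 50 uM; 10 min reaction in 50 mM HEPES pH 7.5, 50 mM NaCl, 5 uM MgCl2, 0.05% BSA, 1 mM DTT. Fluorescence read at Ex 485/Em 525 nm.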
* hit, by the source's call; i = inactive; ? = inconclusive; / = no result given; [ ] = dose if it differs, or a comment. Unless noted, the call rests on the fitted dose curve; in most records, active means well fitted curve in the direction sought with a large enough effect; inconclusive means small, poorly fitted or top-dose-only effect, or another doubt; inactive means no such curve, though single readings can be large; an effect the other way counts as inactive or inconclusive. An excerpt; rates above refer to the full screens.

compound	TCR act	KCNH2 WT inh	Mito fusion yeast	TSHR antagonist	USP2a block	AT treatment	ELG1 DNA repair	TRPV1 ag	KCNH2 3.1 block	Eya2 inh
Cc1cccc(N(C(=O)c2snc(C(N)=O)c2N)C(C(=O)NC2CCCC2)c2ccco2)c1 (centres undefined)	-3%	1	6%	-22	-5%	10%	?	5	-13	10%
CC12CC3CC(C)(C1)CC(C(=O)N1CCCC1)(C3)C2	-1%	-1	1%	6	2%	-9%	-5%	21	18	-1%
Cc1cc(C)n(C(C)CNS(=O)(=O)c2ccccc2)n1 (centres undefined)	4%	8	0%	31	4%	-3%	5%	6	20	-5%
COCc1c(C(=O)N2CCc3ccccc32)oc2ccccc12	-2%	-3	14%	-8	0%	8%	2%	?	?	-1%
Cc1c(NC(=O)c2ccco2)cccc1-c1nc2cccnc2s1	12%	3	16%	18	-3%	-1%	-17%	8	-4	0%
CCCCNC(=O)O[C@@H]1C[C@H]2CCCC(=O)N3CC[C@@H](C1)[C@@H]23	2%	-2	-1%	1	-1%	-3%	?	-1	0	5%
O=C(NCCc1ccccc1)C1CCN(Cc2cccc3ccccc23)CC1	3%	46	-3%	1	0%	-5%	-21%	23	-1	-5%
CCOC(=O)c1c(NC(=O)COc2ncnc3ccccc23)sc(C)c1C	-4%[46.1 µM]	1	-2%	-4	1%	2%	?	-2	4	-3%
COCc1[nH]nc2c1C(c1ccccc1Cl)C(C#N)=C(N)O2 (centres undefined)	1%	9	-7%	6	-1%	2%	0%	-1	2	-8%
COc1ccc2nc(SCC(=O)NC(C)c3ccccc3)[nH]c2c1 (centres undefined)	3%	-3	1%	/	1%	20%	-2%	?	-4	11%
CCN(CC(=O)Nc1ccc2c(c1)OCCO2)C(=O)c1cccc(S(=O)(=O)N2CCOCC2)c1	1%	-3	1%	-3	6%	-3%	0%	-2	19	20%
Cc1occc1-c1nnc(SCC(=O)Nc2ccccc2)n1C(C)c1ccccc1 (centres undefined)	8%	-1	8%	35	0%	8%	?	20	-16	-14%
CCC1Oc2ccc(C)cc2N(CC(=O)NCCCN2CCN(Cc3ccccc3)CC2)C1=O (centres undefined)	/	53	2%	1	2%	-2%	-12%	1	-16	-3%
COc1ccc(NC(=O)COC(=O)CN2C(=O)NC(C)(C)C2=O)cc1	0%	-7	-1%	-2	1%	2%	?	0	-3	-10%
CC(C)(C)n1cnc2cc(NCc3cccs3)ccc21	2%	7	2%	-4	-7%	-2%	?	0	-31	4%
COc1ccc(NC(=O)COC(=O)CCSc2ccccc2)cc1OC	-9%	0	/	/	-1%	-12%	-2%	/	-7	0%
CCOC(=O)c1cnn(-c2cc(C)c3ccccc3n2)c1N	-3%	3	6%	-27	1%	5%	23%	0	2	4%
C=C(C(=O)Nc1ccccc1)c1ccc(C)cc1	10%	-6	8%	1	2%	21%	1%	4	5	-7%
CCCn1nc(NS(=O)(=O)c2cccc3nonc23)c2cc3cc(C)ccc3nc21	-17%	-3	-1%	5	-1%	-15%	?	-2	-7	0%
Cn1cc(Br)c(C(=O)N2CCc3ccccc32)n1	-2%[46.1 µM]	6	1%	-4	2%	12%	?	1	12	3%

(continued)
compound	TCR act	KCNH2 WT inh	Mito fusion yeast	TSHR antagonist	USP2a block	AT treatment	ELG1 DNA repair	TRPV1 ag	KCNH2 3.1 block	Eya2 inh
O=C(CSc1ccc(-c2cccnc2)nn1)Nc1ccc(F)cc1F	-7%	-9	0%	7	1%	-2%	-7%	2	/	0%
CCN1CCN(CCCNC(=O)C2CCCN(c3nnc(-n4cccc4)s3)C2)CC1 (centres undefined)	-2%	0	1%	0	0%	0%	9%	-1	4	14%
CC(=O)c1ccc(NC(=O)CSC(=S)N2CCCC2)cc1	-3%	27	14%	5	0%	-4%	13%	?	-18	-3%
COc1cc(NC(C)C(=O)N2CC(C)OC(C)C2)cc(OC)c1 (centres undefined)	-9%	1	2%	10	0%	2%	2%	1	0	-3%
O=C(Nc1ccccc1N1CCOCC1)c1cc(-c2ccco2)nc2ccccc12	2%	26	2%	3	-1%	1%	5.2µM*	13	-8	4%
C=CCn1c(C)cc(C(=O)COC(=O)CCc2cc(OC)c(OC)c(OC)c2)c1C	1%[46.1 µM]	-1	/	-6	2%	15%	4%	/	15	2%
O=C(O)C1C2C=CC(O2)C1C(=O)NCc1ccc2c(c1)OCO2 (centres undefined)	4%[46.1 µM]	-19	-5%	-8	1%	6%	3%	3	3	11%
C/C(=N\NC(=O)c1ccccc1O)c1ccc(NC(=O)Cc2ccccc2)cc1	3%	0	0%	-7	-2%	-1%	?	4	-7	-7%
Cc1[nH]c2ccc(OC(F)(F)F)cc2c1CCN1C(=O)c2ccc(C(=O)O)cc2C1=O	-2%	-10	11%	-9	-1%	2%	2%	-2	-2	1%
O=C(Nc1cccnc1)c1cccc(-c2cc3ccccc3oc2=O)c1	8%	i	-5%	3	2%	4%	?	14	21	2%
CC1(C)Cc2c(c(N3CCCC3)nc3sc(C(=O)Nc4ccccc4)c(N)c23)CO1	2%	28	0%	-1	3%	34%	?	2	16	-21%
O/N=C1/CCc2cccc3cccc1c23	-1%	4	7%	-15	2%	-2%	-15%	0	-13	-9%
CC(=O)c1ccc(S(=O)(=O)Nc2ccc(N3CCOCC3)cc2)cc1	-13%	14	1%	0	1%	-8%	-10%	-1	-9	0%
O=C(NCc1ccc(Cl)cc1)c1ccc(-c2ccccc2C(F)(F)F)o1	-6%	2	4%	-3	-6%	24%	4%	-1	-2	-3%
CCOc1ccc(CN(C)C(=O)CNC(=O)C2CCCCC2)cc1	-7%	6	-5%	13	5%	-11%	-24%	-4	10	-7%
Cc1ccc2c(c1)NC(=O)C(CC(=O)NCCCN1CCN(C3CCCCC3)CC1)O2 (centres undefined)	/	/	4%	-8	0%	0%	?	0	/	-21%
Cc1nc(CNS(=O)(=O)c2ccc3c(c2)OCCO3)cs1	9%	23	1%	1	1%	6%	?	-1	0	-7%

2 of these compounds in a different format:
The line under a structure holds: TCR act, KCNH2 WT inh, Mito fusion yeast, TSHR antagonist, USP2a block, AT treatment, ELG1 DNA repair, TRPV1 ag, KCNH2 3.1 block, Eya2 inh
- CC(=O)c1ccc(NC(=O)CSC(=S)N2CCCC2)cc1
  -3%, 27, 14%, 5, 0%, -4%, 13%, ?, -18, -3%
- COCc1[nH]nc2c1C(c1ccccc1Cl)C(C#N)=C(N)O2 (centres undefined)
  1%, 9, -7%, 6, -1%, 2%, 0%, -1, 2, -8%

7 entries out of the list above, ordered by the value under TSHR antagonist, lowest first:
molecule	TCR act	Mito fusion yeast	TSHR antagonist	TRPV1 ag	Eya2 inh
Cc1[nH]c2ccc(OC(F)(F)F)cc2c1CCN1C(=O)c2ccc(C(=O)O)cc2C1=O	-2%	11%	-9	-2	1%
O=C(O)C1C2C=CC(O2)C1C(=O)NCc1ccc2c(c1)OCO2 (centres undefined)	4%[46.1 µM]	-5%	-8	3	11%
C/C(=N\NC(=O)c1ccccc1O)c1ccc(NC(=O)Cc2ccccc2)cc1	3%	0%	-7	4	-7%
C=CCn1c(C)cc(C(=O)COC(=O)CCc2cc(OC)c(OC)c(OC)c2)c1C	1%[46.1 µM]	/	-6	/	2%
CC1(C)Cc2c(c(N3CCCC3)nc3sc(C(=O)Nc4ccccc4)c(N)c23)CO1	2%	0%	-1	2	-21%
Cc1nc(CNS(=O)(=O)c2ccc3c(c2)OCCO3)cs1	9%	1%	1	-1	-7%
CCOc1ccc(CN(C)C(=O)CNC(=O)C2CCCCC2)cc1	-7%	-5%	13	-4	-7%

Screening data as filed in PubChem BioAssay.
